Assay outcomes from PubChem.
SENP1 FRET inh = inhibitors of human SENP1 SUMO protease catalytic domain; hit rate 0.21% among 360,000; recombinant SENP1 catalytic domain, CyPet-SUMO1-YPet FRET cleavage; inhibition, % at 10 µM;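 active = inhibition at least 30% at 10 µM, raw YFP signal under a set limit, fluorescence ratio 0.5 to 1.5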;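 also: 0% = enzyme with DMSO and 100% = no enzyme wells; some results filed as inactive read as strong as hits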
Target sequence (Q9P0U3 419-644 limits assumed): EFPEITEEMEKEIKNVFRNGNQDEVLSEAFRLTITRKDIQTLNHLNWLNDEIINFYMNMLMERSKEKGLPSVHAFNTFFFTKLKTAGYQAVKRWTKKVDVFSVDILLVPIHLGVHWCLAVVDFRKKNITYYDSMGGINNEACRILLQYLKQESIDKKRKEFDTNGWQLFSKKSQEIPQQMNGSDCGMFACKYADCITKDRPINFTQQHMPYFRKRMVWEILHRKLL
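Test system: recombinant human SENP1 catalytic domain, His6-tagged / Medium: pH 8 Tris buffer with EDTA, NaCl, BME, BSA, NP40, catalase / Also added: SUMO1 FRET substrate flanked by Cypet and Ypet, 25 nM / Times: 50 min reaction at room temperature / Signal: FRET, CFP and YFP emission / Control set: no-enzyme low control and enzyme-plus-DMSO high control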
SENP8 inh = blocks human SENP8 cleavage of Nedd8 substrate. Q96LD8. recombinant SENP8, Nedd8 substrate fluorescence. inhibition, % at 20 µM. hit rate 0.64% among 360,000. AID 602440; in the data active = inhibition mostly above about 40%, no sharp cut-off; inactive = mostly below about 27%
Target sequence (Q96LD8 whole entry, looked up): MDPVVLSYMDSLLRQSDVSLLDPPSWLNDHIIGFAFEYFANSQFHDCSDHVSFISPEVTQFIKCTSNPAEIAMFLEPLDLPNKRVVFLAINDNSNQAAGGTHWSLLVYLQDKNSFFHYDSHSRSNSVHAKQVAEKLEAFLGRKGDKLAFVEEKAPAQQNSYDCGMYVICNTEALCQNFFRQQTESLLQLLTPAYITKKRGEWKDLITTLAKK
Numbers without * were called inactive; i = inactive. This is a subset; rates above refer to the full screens.

Under each structure: SENP1 FRET inh	SENP8 inh
- CC1(C(=O)NS(=O)(=O)Cc2ccccc2)CCN1C(=O)CCc1ccccc1 (configuration not stated)
    3	-5
- CC(C)n1nnnc1C1c2ccccc2C(=O)N1Cc1cccc(F)c1 (configuration not stated)
    3	5
- CC1(C)ON=C(c2cccc(F)c2)NC1=O
    7	-419
- FC(F)(F)c1cc(Cl)c2nc(-c3cccc(Cl)c3)c(Cc3cccc(Cl)c3)n2c1
    -3	-248
- Cc1ccc(C2NC(=O)c3ccccc3N2)c(C)c1 (configuration not stated)
    -3	-487
- COCOc1cccc(CN2CCC(C)(Oc3cccc(OC)c3)C2)c1 (configuration not stated)
    1	2
- OC(c1ccccc1)(c1nc(-c2ccccc2)cs1)C(F)(F)F (configuration not stated)
    1	15
- CC(=O)NC1C(=O)N(CCc2ccccc2)c2ccc(Br)cc21 (configuration not stated)
    3	11
- O=C1CCN(Cc2ccccc2)C=C1C(=O)c1ccccc1
    -1	19
- N#CC1(c2cccc(Br)c2)C(=O)Nc2ccccc21 (configuration not stated)
    1	4
- CN1C=CC(=C[N+](=O)[O-])N(C)C1=O
    -3	13
- CCCNC(=O)c1ccccc1NC(=O)c1ccccc1N(C)S(=O)(=O)c1ccc(C)cc1
    -1	18
- CC(=O)OC1CCC2(C)C(=CCC3C2CCC2(C)C3CC3ON=C(C)C32)C1 (configuration not stated)
    2	14
- COc1ccc(NC(=O)C2(C)Cc3c(-c4cccc(C(N)=O)c4)ccnc3O2)cc1OC (configuration not stated)
    -1	14
- NC(=O)c1ncn([C@@H]2O[C@H](CNCc3ccc(OCC(=O)Nc4nccs4)cc3)[C@@H](O)[C@H]2O)n1
    2	9
- Cc1ccc([C@@]2(OC(=O)c3ccccc3)C(=O)N(C(=O)OC(C)(C)C)c3ccccc32)cc1
    1	8
- Cc1cccc(C)c1C(O)c1ncc(-c2cccc(C(F)(F)F)c2)[nH]1 (configuration not stated)
    -1	4
- COCCN(CCOC)Cc1cc(=O)oc2cc(C)ccc12
    -5	-18
- COCCNC(=O)C1(C)CCCN(Cc2noc(-c3ccccc3OC)n2)C1 (configuration not stated)
    3	19
- CCNC(=S)Nc1ccc2c(c1)c(=O)n(C)n2Cc1cccc(C(F)(F)F)c1
    -1	i
- COc1cc(-c2ccc(N3C(c4ccsc4)=Cc4ccc(F)cc4C3c3c[nH]c4ccc(C#N)cc34)cc2)cc(OC)c1OC (configuration not stated)
    -9	-403
- CCCCN(C=O)c1c(CC)nc2c(OCCOc3ccc(F)cc3)cccn12
    -4	13
- CCN(CC(=O)Nc1cccc(F)c1)CC(=O)Nc1ccc2c(c1)OCCO2
    1	22
- c1cnc2ccc3c(c2c1)COCO3
    0	-59
- O=c1[nH]cc(C=NNc2ccccc2)c(=O)[nH]1
    -1	-3
- COc1ccc(C(=O)CC(=O)C(=O)Nc2ccc(Cl)cc2)cc1
    -1	0
- CS(=O)(=O)c1ccc(-c2csc(C(O)(c3ccccc3)C(F)(F)F)n2)cc1 (configuration not stated)
    -1	4
- Cc1[nH]c2ccccc2c1C(=O)C(=O)NCc1ccncc1
    1	10
- Cc1ccc(NS(=O)(=O)c2cc3c(cc2Br)NC(=O)CO3)cc1C
    2	12
- NC(Cc1ccc(C(F)(F)F)cc1)c1csc(NC(=O)NCCc2ccccc2)n1 (configuration not stated)
    1	24

2 of these compounds, reformatted.
CC(=O)OC1CCC2(C)C(=CCC3C2CCC2(C)C3CC3ON=C(C)C32)C1 (configuration not stated)
  SENP1 FRET inh: 2
  SENP8 inh: 14
COc1ccc(NC(=O)C2(C)Cc3c(-c4cccc(C(N)=O)c4)ccnc3O2)cc1OC (configuration not stated)
  SENP1 FRET inh: -1
  SENP8 inh: 14

The list continues.
Under each structure: SENP1 FRET inh	SENP8 inh
- CCNC(=O)C1CCCN(C(=O)Cc2ccc3ccccc3c2)CC1 (configuration not stated)
    3	10
- CC1=C(C(=O)N(C(C)C)C(C)C)CC(CC(=O)NC(c2ccccc2)c2ccccc2)C(=O)N1CCC1=CCCCC1 (configuration not stated)
    1	7
- CN(C)C(=O)c1cnc(Cc2c[nH]c3ccccc23)c(I)c1
    1	2
- CC(=O)Nc1cc(-c2ccccc2CN(C)C)cn2c(-c3ccc(C(C)=O)cc3)cnc12
    -12	i
- CC1(C(=O)Nc2cccnc2)Cc2c(-c3ccccc3)ccnc2O1 (configuration not stated)
    -1	9
- CCCCOCCCNC(=O)C[C@@H]1C[C@@]2(C(=O)OCC)CCCC=C2N(Cc2cccc3ccccc23)C1=O
    0	7
- Cc1c(C(=O)NCc2ccc(C#N)cc2)sc(=O)n1Cc1ccc(C(=O)N(C)C)cc1
    -4	7
- CC(C)C(N)c1csc(NC(=O)Nc2ccc(OC(F)(F)F)cc2)n1 (configuration not stated)
    -3	2
- CN(C)CCNC(=O)c1ccc(Cl)c2cc3ccccc3nc12
    -74	-318
- CCOC(=O)Nc1c(Cl)[nH]c(=O)n(C)c1=O
    2	6
- Cc1ccccc1NS(=O)(=O)c1ccc2c(c1)CCC(=O)N2
    2	18
- CCOc1ccc(S(=O)(=O)N2CCCCC2)cc1NC(=O)Cc1ccc(OC)cc1
    0	-1
- O=S1(=O)CC(N2CCCCC2)CN1Cc1ccccc1 (configuration not stated)
    1	22
- CC1(C(=O)NCc2ccc(C(F)(F)F)cc2)CCN1C1Cc2ccccc2C1 (configuration not stated)
    -7	20
- Cc1nc2ccc(C(=O)N3CCN(c4ccccc4)CC3)cn2c1N(C)C(=O)CCc1ccccc1
    -1	-5
- Cc1ccc(OC2CCN(C(=O)[C@H]3O[C@@H](n4ccc(=O)[nH]c4=O)[C@H](O)[C@@H]3O)CC2)cc1
    1	11
- Nc1ccc2ccccc2c1[N+](=O)[O-]
    2	18
- CCCCOCCCNC(=O)C[C@@H]1C[C@@]2(C(=O)OC)CC(C)(C)CC=C2N(CCc2ccc(OC)c(OC)c2)C1=O
    3	28
- COc1ccccc1C(=O)NCC(=O)N(C)Cc1nc2ccccc2c(=O)[nH]1
    2	14
- Cc1ccc(C(=O)Nc2ncccc2C)o1
    2	-11
- Cc1cnc(-c2nc3ccccc3n2C(C(=O)NC(C)(C)C)c2ccccc2)cn1 (configuration not stated)
    -2	-395
- CCOc1ccc(OCC(=O)Nc2cc(Cl)ccc2-n2cncn2)cc1
    -4	5
- O=C(NCc1cccnc1)c1ccc2nc([C@@H]3O[C@H](CO)[C@H](O)[C@H](O)[C@H]3O)[nH]c2c1
    -2	13
- CCCCN1C[C@H](CSC)[C@@H](CC(=O)Nc2ccc(Br)cc2)C1=O
    1	4
- N#CCCCC1(CCCC#N)OCCO1
    -2	9
- C=C1C(=O)C23CCC4C(C)(C(=O)OC)CCCC4(C)C2CCC1(O)C3 (configuration not stated)
    2	5
- COCC(=O)Oc1cc(-c2ccc(C)cc2C)c(OC(=O)COC)c(-c2ccc(C)cc2C)c1
    3	16
- COC(=O)c1ccc2nc(-c3cccc(Cl)c3)c(Cc3cccc(Cl)c3)n2c1
    -8	-393
- Cc1nc(N)sc1-c1csc(Nc2cc(N(C)C)ccc2Cl)n1
    -25	-70
- CCc1nc2ccc(C(=O)NCCCn3ccnc3)cn2c1N(CC)CCOC
    0	4
- CCOC(=O)[C@]12CCCC=C1N(Cc1cccc3ccccc13)C(=O)[C@H](CC(=O)NCc1cccc3ccccc13)C2
    4	7
- CC1(c2nnnn2-c2ccc3c(c2)OCCO3)CCC(=O)N1CCc1c[nH]c2ccccc12 (configuration not stated)
    0	20
- Cc1ccc(S(=O)(=O)N2CC3C(=O)CC(c4ccccc4)N(S(=O)(=O)c4ccc(C)cc4)C3CC2c2cccc(Cl)c2)cc1 (configuration not stated)
    2	12
- Cc1ccccc1Nc1scc(-c2ccc(Cl)cc2)[n+]1-c1ccccc1C
    2	14
- C[C@@H]1CN([C@@H](C)CO)S(=O)(=O)c2ccc(Br)cc2O[C@H]1CN(C)C(=O)CN(C)C
    1	4
- CCCCN(C(=O)CC1CCCC1)c1c(N)n(Cc2ccccc2)c(=O)[nH]c1=O
    1	25
- CCCc1nc2ccc(C(=O)OC)cn2c1Cc1ccccc1
    -14	-134
- COC(=O)C1=C/C=C\CN(C(c2ccccc2)c2ccccc2)/C=C\1C(=O)OC
    -1	9
- CCC(C)C(N)C1=NC(C(=O)N[C@@H](CC(C)C)C(=O)N[C@H](CCC(=O)O)C(=O)N[C@H](C(=O)N[C@H]2CCCCNC(=O)[C@H](CC(N)=O)NC(=O)[C@@H](CC(=O)O)NC(=O)[C@H](Cc3cnc[nH]3)NC(=O)[C@@H](Cc3ccccc3)NC(=O)[C@H]([C@@H](C)CC)NC(=O)[C@@H](CCCN)NC2=O)[C@@H](C)CC)CS1 (some centres not stated)
    -28	-91
- CC1(C(=O)NS(=O)(=O)c2cccc(Cl)c2)CCN1C(=O)C1(c2ccc(Cl)cc2)CC1 (configuration not stated)
    1	8
- CC1(Cc2cccc(C#N)c2)C(=O)Nc2ccc(-c3cccc(C(F)(F)F)c3)cc21 (configuration not stated)
    2	21
- CCC(=O)N1CCCC1(C)C(=O)Nc1cc(OC)ccc1OC (configuration not stated)
    1	15
- COc1cc(C2c3cc4c(cc3C3OC(=O)C2C3CO)OCO4)cc(OC)c1OC (configuration not stated)
    2	12
- COc1ccc(-c2csc(C(C)(O)c3cccc(F)c3)n2)cn1 (configuration not stated)
    0	12
- N#Cc1ccccc1NC(=O)CSc1nnc(-c2ccc(F)cc2)n1-c1ccccc1
    5	10
- Cc1ccc(F)cc1C(=O)N1CCCCC1c1cc(C(=O)Nc2cccc(C#N)c2)no1 (configuration not stated)
    -1	5
- O=C(Nc1ccccc1)c1cc(C2COCCN2C(=O)c2ccccn2)on1 (configuration not stated)
    1	14
- C[C@@H]1CCCCO[C@H](CN(C)Cc2ccc(C(F)(F)F)cc2)[C@@H](C)CN([C@H](C)CO)C(=O)c2cc(NS(=O)(=O)c3cn(C)cn3)ccc2O1
    -1	-12
- Cc1cc(=O)n(Cc2ccco2)c(=S)[nH]1
    -1	8
- COc1ccc(CN2C[C@@H](CO)O[C@@H](n3cnc4c(NCCO)ncnc43)C2)cc1
    3	-6
- CCCC(=O)N1CCC1(C)C(=O)NS(=O)(=O)c1ccc(C#N)cc1 (configuration not stated)
    1	3
- Oc1cccc2oc(=S)[nH]c12
    3	0
- Cc1ccc(CNc2nc(NCC3CC3)nc3ccsc23)c(C)c1
    0	-27
- CCOC(=O)C1CCCN(C(=O)c2ccc3c(c2)CCO3)CC1 (configuration not stated)
    2	16
- COc1ccc2c(c1)C(=O)C1NC(=O)NC(=O)C1(Br)N2 (configuration not stated)
    4	12
- O=S(=O)(CS(=O)(=O)Oc1ccccc1)Oc1ccccc1
    0	18
- COC(=O)c1cnc(NC(=O)C2(C)CCCN(C(C)=O)C2)s1 (configuration not stated)
    2	6
- CCOC(=O)C1(C)CCCCN1C(=O)c1cccnc1 (configuration not stated)
    1	16
- C[C@H](CO)N1C[C@H](C)[C@@H](CN(C)S(=O)(=O)c2cccs2)OCc2cnnn2CCCC1=O
    2	-20
- Cc1c(C)c2ccc(OCC(=O)NCCc3c[nH]c4ccccc34)cc2oc1=O
    -2	3

Going on with the list.
Under each structure: SENP1 FRET inh	SENP8 inh
- N#CC1=C(N)C2=CCCC[C@H]2[C@H](c2ccc(Br)cc2)C1(C#N)C#N
    -24	-116
- COc1cccc(C(C)(O)c2nc(-c3cnc4ccccc4c3)cs2)c1 (configuration not stated)
    0	-27
- O=C1[C@@H]2[C@@H](CN3CN(c4ccccc4)N=C(c4ccccc4)[C@@]23c2ccccc2)C(=O)N1c1ccccc1
    -63	-468
- NC(=S)c1ccc(OCCCc2ccccc2)cc1
    -1	10
- N#Cc1ccc(-c2nc3c4ccccc4ccn3c2Cc2ccsc2)cc1
    -22	-386
- C[C@@H]1CCCCO[C@H](CN(C)S(=O)(=O)c2ccccc2)[C@@H](C)CN([C@H](C)CO)C(=O)c2cc(NC(=O)Cc3ccccc3)ccc2O1
    -1	9
- COc1ccc(C(CNC(=O)CCNS(=O)(=O)c2ccc(Br)cc2)N2CCOCC2)cc1 (configuration not stated)
    0	-21
- CCOC(=O)C1=NNC(C(=O)OCC)C1c1ccccc1 (configuration not stated)
    -1	17
- CC(O)(c1cccc(F)c1)c1nc(-c2ccncc2)cs1 (configuration not stated)
    1	9
- O=[N+]([O-])c1cc2no[n+]([O-])c2cc1N1CCCCC1
    9	38
- c1ccc(CNc2nc(NCc3cccs3)nc3ccsc23)cc1
    0	-17
- COc1cccc(C(C)(O)c2nc(-c3ccccc3C)cs2)c1 (configuration not stated)
    0	16
- CCN(CC)c1ccc(NC2=C(Cl)C(=O)c3ccccc3C2=O)cc1
    0	50*
- N#CCCN1CCN(CCC#N)c2ccccc21
    5	7
- C[C@@H]1CN([C@H](C)CO)C(=O)CCCn2nncc2CO[C@H]1CN(C)CC1CC1
    2	16
- Cn1c2nc3ccccc3c-2nc2ccccc21
    -1	27
- COc1ccccc1NC(=O)c1ccc(NC(=O)C2CC2)cc1
    4	7
- CCCCN1C(=O)C(CC(=O)NCc2cccs2)CC(C(=O)N(C(C)C)C(C)C)=C1C (configuration not stated)
    2	4

Single records, as listed above:
Record of COc1ccc(CN2C[C@@H](CO)O[C@@H](n3cnc4c(NCCO)ncnc43)C2)cc1 → SENP1 FRET inh = 3; SENP8 inh = -6
Record of COc1cc(-c2ccc(N3C(c4ccsc4)=Cc4ccc(F)cc4C3c3c[nH]c4ccc(C#N)cc34)cc2)cc(OC)c1OC (configuration not stated) → SENP1 FRET inh = -9; SENP8 inh = -403
Record of Cc1cc(=O)n(Cc2ccco2)c(=S)[nH]1 → SENP1 FRET inh = -1; SENP8 inh = 8
